Bioassay records as filed in PubChem.
Pin1 inhibitor = human Pin1 inhibition | AID 504891 | Potency, µM (highest dose often 115 µM), for inactives: at the highest dose activity, negative = inhibition, actives largely listed as inhibitors | Pin1 FP peptide displacement, HiFluor488, 10 min | hit rate 0.009% among 390,000 | Q13526; active = well fitted inhibition curve with a large enough effect in the polarisation, with a control signal flat, not every such curve was filed as active; inconclusive = small, poorly fitted or top-dose-only effect, or effect the other way, or a change in a side signal; inactive = no such curve, though single readings can be large or run the other way; the % refers to the polarisation; note: potency is the fitted concentration of half-maximal effect; % is set by controls: 0 for no effect and ±100 for the full control effect
G9a inh = G9a (human) methyltransferase inhibition; Potency, µM (titrated, usually from 102 µM), for inactives: at the top dose activity, negative = inhibition, hits mostly inhibitors; G9a H3K9 monomethylation, AlphaScreen, 2 h; Q96KQ7; hit rate 8.8% among 350,000; note: potency is the fitted concentration of half-maximal effect; % is set by controls: 0 for no effect and ±100 for the full control effect; nearly all actives have a fitted effect of over 75% in size
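AlphaScreen read-out: biotin-H3K9 peptide (500 nM) methylation by 20 nM enzyme with 20 uM SAM, 2 h at room temperature after 15 min compound preincubation; anti-monomethyl H3K9 antibody plus donor/acceptor beads, 10 min dark.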
HP1b binding inh = HP1-beta chromodomain-methylated histone interaction inhibition | hit rate 0.56% among 390,000 | AlphaScreen HP1-beta / biotin-H3K9me3 peptide binding | Potency, µM (doses to about 114 µM), for inactives: top-dose activity change, negative = inhibition, hits mostly inhibitors | P83916; note: potency is the fitted concentration of half-maximal effect; nearly all actives have a fitted effect of over 70% in size; inactives centre near 23
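AlphaScreen: HP1-beta (50 nM) preformed 30 min with biotin-H3(1-18)K9me3 peptide (50 nM) in PBS pH 7.4, 0.01% Tween-20. Compound added for 30 min at RT, then streptavidin donor/nickel chelate acceptor beads (10 ug/mL) for 30 min.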
GLS inh = glutaminase GLS (human) inhibition. O94925. GLS enzymatic activity, qHTS titration. Potency, µM (highest dose often 45.5 µM), for the others: at the highest dose activity change, negative = inhibition, actives largely listed as inhibitors. hit rate 0.21% among 410,000; note: potency is the fitted concentration of half-maximal effect; % is set by controls: 0 for no effect and ±100 for the full control effect
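Two-point fluorescence kinetic (t0, 30 min RT) for hKGA; glutamate detected via glutamate oxidase–HRP–Amplex Red. Substrate: 1 mM L-glutamine solution; buffer 45 mM KH2PO4, pH 8.2.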
BAZ2B block = inhibitors of human BAZ2B bromodomain | Potency, µM (top dose mostly 114 µM), without a hit: at the top dose activity change, negative = inhibition, most hits filed as inhibitors | AlphaScreen BAZ2B-H3K14Ac peptide displacement | hit rate 4.4% among 360,000 | AID 504333 | Q9UIF8; note: potency is the fitted concentration of half-maximal effect; % is set by controls: 0 for no effect and ±100 for the full control effect; nearly all actives have a fitted effect of over 60% in size
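AlphaScreen displacement: compounds (up to 110uM) incubated 30 min at room temperature with a preformed 50 nM BAZ2B/50 nM biotinylated H3K14Ac peptide complex in PBS pH 7.4 with Tween-20. Donor and acceptor beads at 10 ug/mL final added, 20 min light-protected before reading.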
PI4K2A block = inhibitors of human PI4K2A; Q9BTU6; purified PI4K2A, ADP-Glo luminescence, 1 h; hits give low values; activity change, negative = inhibition, % at 76.9 µM; hit rate 0.13% among 420,000; in the data active = activity change below about -50%; inconclusive = mostly about -30% to -49%;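 note: -100% = wells without enzyme as full effect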
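Compounds are screened against recombinant PI4K2A using PI as substrate and ATP, the latter dispensed at 300 microM. Reactions run one hour at ambient temperature before ADP-Glo detection; full inhibition defined by wells lacking enzyme.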
PGK inhibitor = inhibitors of T. brucei phosphoglycerate kinase | PGK/GAPDH coupled, Kinase-Glo luminescence, 60 min | hit rate 0.043% among 380,000 | AID 602233 | Potency, µM (doses to about 57.5 µM), for the others: top-dose activity change, negative = inhibition, hits mostly inhibitors; note: potency is the fitted concentration of half-maximal effect; % is set by controls: 0 for no effect and ±100 for the full control effect; nearly all actives have a fitted effect of over 60% in size
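Recombinant glycosomal PGK reaction used 1,3-bisphosphoglycerate generated in-well by GAPDH (100nM final) in 100mM TEA pH 7.6, 5mM MgCl2, 0.01% Tween-20. After 60 minutes at room temperature, ATP was read by Kinase-Glo Plus luminescence end-point.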
ERG Ets-DNA blk = inhibitors of human ERG Ets domain-DNA interaction; P11308; fluorescence polarization, His-ERG Ets domain / labelled DNA; Potency, µM (highest dose often 76.9 µM), inactives show top-dose FP activity, negative = inhibition, hits mostly inhibitors; hit rate 0.028% among 370,000; AID 624246; active = well fitted inhibition curve with a large enough effect in the polarisation, with a control signal flat; inconclusive = small, poorly fitted or top-dose-only effect, or effect the other way, or a change in a side signal; inactive = no such curve, though single readings can be large or run the other way; the % refers to the polarisation;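 note: polarization taken with two DNA probes labelled with fluorescein and Texas red; potency is the fitted concentration of half-maximal effect; % of control where 0% means no effect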
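His-tagged ERG Ets domain (1 uM in the protein solution; 300mM KCl, 50mM Tris-HCl, 1mM EDTA, 1mM DTT, pH 7.5) received compound, then a probe mix of 5 nM fluorescein-DNA and 100nM Texas-615-DNA. Fluorescence polarization was read for both dyes.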
JMJD2A Tudor = JMJD2A Tudor domain (human) inhibition; AlphaScreen JMJD2A-Tudor / H3K4me3 peptide binding; AID 504339; hit rate 4.4% among 390,000; Potency, µM (titrated, usually from 114 µM), inactives show top-dose activity change, negative = inhibition, actives largely listed as inhibitors; note: potency is the fitted concentration of half-maximal effect; % is set by controls: 0 for no effect and ±100 for the full control effect; nearly all actives have a fitted effect of over 50% in size
* marks the source's active call; other numbers are inactive results; i = inactive; ? = inconclusive; . = no result given; & = joins results of further samples; [ ] = remark or other dose. Unless noted, calls come from the whole dose curve; as a rule, active = well fitted curve in the direction sought with a large enough effect; inconclusive = small, poorly fitted or top-dose-only effect, or another doubt; inactive = no such curve, though single readings can be large; an effect the other way counts as inactive or inconclusive.

1) CSc1nc(N)nc2c1ncn2CC(=O)Nc1ccc(C)c(C)c1
2) O=C(Nc1ccc2nc(-c3cccnc3)[nH]c2c1)c1ccccc1F
3) OCC1(Cc2ccccc2)CCCN(Cc2ccc3c(c2)OCCO3)C1 (stereo unspecified)
4) COc1ccccc1C(CNc1ncnc2sc(C)c(C)c12)N(C)C (stereo unspecified)
5) Cc1ccc(-n2nc(CO)c(C(=O)NCCC(C)C)n2)cc1C
6) CCc1ccc(NS(=O)(=O)c2ccc(-c3cc(C)no3)cc2)cc1

screen / no. | 1 | 2 | 3 | 4 | 5 | 6
Pin1 inhibitor | -2% | 0% | -2% | 0% | 5% | 4%
G9a inh | . | ? | ? | 0% | 0%[59 µM] | -10%[59 µM]
HP1b binding inh | 46%[activator] | 26% | 34% | 35% | 27% | 40%
GLS inh | -11% | 4% | -1% | -3% | -12% | -6%
BAZ2B block | . | -5% | 0% | 4% | 0% | -1%
PI4K2A block | 5 | -3 | 1 | 2 | 2 | -6
PGK inhibitor | -9% | -5% | 5% | i | -4% | 1%
ERG Ets-DNA blk | -4% | -1% | 7% | 1% | -2% | 0%
JMJD2A Tudor | -7% | -11% | -13% | -17% | -6% | -10%

7) CC(C)CCNC(=O)CN(Cc1ccc2c(c1)OCO2)C(=O)Cn1nnc(-c2cccs2)n1
8) O=C(C(Cl)c1ccccc1)N1CCOCC1 (stereo unspecified)
9) CCC1CCCCN1C(=O)N[C@@H](CCSC)C(=O)OC (stereo partly specified)
10) CCN(C[C@H]1N[C@@](Cc2ccccc2)(C(=O)OC)[C@H]2C(=O)N(Cc3ccccc3)C(=O)[C@@H]12)S(=O)(=O)c1ccc(OC)cc1
11) C=CCOc1ccc(C2c3c(oc4ccccc4c3=O)C(=O)N2CCCN2CCOCC2)cc1 (stereo unspecified)
12) COc1ccc(C(=O)Nc2cnc3ccccn3c2=O)cc1

screen / no. | 7 | 8 | 9 | 10 | 11 | 12
Pin1 inhibitor | -16% | -10% | -5% | 12% | 3% | 1%&-6%
G9a inh | ? | 22µM* | ? | . | 50µM* | -1%
HP1b binding inh | 24% | -11% | 17% | 57%[activator] | -1% | 36%&57%
GLS inh | -15% | 4% | 0% | -1% | -1% | 10%&2%
BAZ2B block | -4% | 30% | -3% | . | -30% | -1%&-1%
PI4K2A block | -2 | -1 | 0 | 1 | 5 | 0&-1
PGK inhibitor | 1%[11.5 µM] | 1% | -1% | -2% | -1% | -4%&-11%
ERG Ets-DNA blk | . | 1% | -3% | 16% | -2% | -6%&2%
JMJD2A Tudor | -21% | -18% | -12% | -13% | -9% | 1%&-10%

13) C[C@H](NC(=O)CCn1nnc2ccccc2c1=O)C(=O)O
14) CCOc1ccc(C(=O)Oc2cc(C)[nH]c(=O)c2[N+](=O)[O-])cc1OCC
15) CCOC(=O)c1cc(=O)n2nc(-c3ccc(C)cc3)nc2s1
16) Cn1c(=O)cc(OCCCC(=O)N2CCN(Cc3ccc4c(c3)OCO4)CC2)c2ccccc21
17) CCCS(=O)(=O)N1CCC(C(=O)N2CCN(Cc3ccccc3)CC2)CC1
18) Cc1cc(C(=O)N/N=C/C=C/c2ccc3c(c2)OCO3)n[nH]1

screen / no. | 13 | 14 | 15 | 16 | 17 | 18
Pin1 inhibitor | -1% | 10% | -4% | 0% | 5% | -8%
G9a inh | 28% | ? | 4%[59 µM] | 12% | . | -3%[12.7 µM]
HP1b binding inh | 24%[57 µM] | 8% | 41%[activator] | 27% | 43%[activator] | 42%[activator]
GLS inh | 2% | 4% | 15% | . | -8% | -5%
BAZ2B block | -4% | -38% | -1% | -11% | -15% | -24%
PI4K2A block | 6 | -3 | -3 | 9 | -17 | 4
PGK inhibitor | -11% | -7% | -5% | i | -8% | i
ERG Ets-DNA blk | 9% | 0% | -1% | 12% | -5% | -5%
JMJD2A Tudor | 7% | 9% | -27% | -17% | -11% | -12%

19) CCOc1ccc(NS(=O)(=O)c2ccc(C(=O)NCc3cccnc3)cc2)cc1
20) COc1ccccc1N1CCN(Cc2cc(COC(C)C)c3cccnc3c2O)CC1
21) CC1CCCN(CCCNC(=O)c2ccc(CS(=O)(=O)c3c(Cl)cccc3Cl)o2)C1 (stereo unspecified)
22) CCc1nnc(N/N=C/c2ccccc2Cl)n1N
23) CCC(C(=O)Nc1ccc(C(C)=O)cc1)n1c(C)c2cnn(-c3ccccc3)c(=O)c2c1C (stereo unspecified)
24) CC(=O)Nc1c(O)nc(SCC(=O)N2CCN(c3ccc(F)cc3)CC2)[nH]c1=O

screen / no. | 19 | 20 | 21 | 22 | 23 | 24
Pin1 inhibitor | 0% | -3% | -11% | -4% | 4% | -9%
G9a inh | -5%[0.501 µM] | -50%[59 µM] | . | 22%[0.501 µM] | 7%[59 µM] | -4%[59 µM]
HP1b binding inh | 13% | 12% | 22% | 16% | 28% | 32%[activator]
GLS inh | 7% | 13% | 2% | ? | -15% | 33%[activator]
BAZ2B block | 9% | 4µM* | -19% | ? | -29% | ?
PI4K2A block | 0 | -11 | 4 | -15 | 8 | -4
PGK inhibitor | 3% | -3% | -1% | -4% | -11% | .
ERG Ets-DNA blk | 1% | 1% | -3% | . | 1% | -6%
JMJD2A Tudor | -16% | 22µM* | -25% | 89µM* | -32% | -18%

25) CCOC(=O)c1c(NC(=O)CC2Sc3ccc(C(F)(F)F)cc3NC2=O)sc(C)c1C (stereo unspecified)
26) COc1ccc(C2C(C#N)=C(N)OC3=C2C(=O)CC(C)(C)C3)c(OC)c1OC (stereo unspecified)
27) COc1cc(/C=N/n2cnn(Cc3ccccc3Cl)c2=S)cc(OC)c1OC
28) COc1cc(COCC(O)CN2CCc3ccccc3C2)cc(OC)c1OC (stereo unspecified)
29) O=[N+]([O-])c1ccc(Nc2nc(N/N=C\c3ccc4c(c3)OCO4)nc(N3CCCCC3)n2)cc1
30) CCc1ccc(NC(=O)CC2C(=O)N(c3ccccc3)C(=O)N2C(C)C)cc1 (stereo unspecified)

screen / no. | 25 | 26 | 27 | 28 | 29 | 30
Pin1 inhibitor | -7% | 8% | 1% | 2% | -1% | 0%
G9a inh | 26% | -1%[59 µM] | 32µM* | . | 90%[activator][59 µM] | 0%[59 µM]
HP1b binding inh | 28% | 39% | -19% | 33% | -4% | 12%
GLS inh | -8% | 3% | -18% | 2% | -1% | 1%
BAZ2B block | 9% | . | -24% | -2% | -35%[57.1 µM] | -4%
PI4K2A block | 6 | 6 | -1 | -1 | 1 | 2
PGK inhibitor | -9% | -4% | -7% | 3% | i | -8%
ERG Ets-DNA blk | -1% | 7% | 7% | 3% | -11% | 9%
JMJD2A Tudor | 1% | 11% | -29% | -17% | -27%[57.1 µM] | -13%

31) CCOc1ccc(NC(=O)/C(C#N)=C\c2ccc(N3CCCC3)c(C)c2)cc1
32) Cc1nn(CC(=O)Nc2cc(S(=O)(=O)N(C)C)ccc2Cl)c(C)c1[N+](=O)[O-]
33) O=C(NC(Cc1ccccc1)C(=O)N1CCc2ccccc2C1)c1ccccc1 (stereo unspecified)
34) CC1CCCN(C(=O)CNC(=O)Cn2ccc3ccccc3c2=O)C1 (stereo unspecified)
35) Cc1ccc(S(=O)(=O)N2CCC(C(=O)NC3CCCCCC3)CC2)cc1
36) COc1ccc(-c2cc(=O)c3cc(O)ccc3o2)cc1

screen / no. | 31 | 32 | 33 | 34 | 35 | 36
Pin1 inhibitor | ? | 3% | 1% | -1% | 0% | 1%
G9a inh | . | 12%[59 µM] | 19% | ? | -8%[59 µM] | 28%[12.7 µM]
HP1b binding inh | 3% | 30% | 29% | 46%[activator] | 35% | 21%
GLS inh | -17% | -8% | 0% | 1% | -2% | 17%
BAZ2B block | . | 4% | -20% | -3% | 14% | -2%
PI4K2A block | 3 | -6 | 1 | 5 | 4 | -7
PGK inhibitor | i | 0% | -8% | 3% | -5% | 0%
ERG Ets-DNA blk | 1% | -3% | -1% | -7% | 9% | -3%
JMJD2A Tudor | -16% | -2% | -4% | -8% | -2% | -16%

37) COc1cccc(NC(=O)Cn2cnc3c(nc4n3CCCCC4)c2=O)c1
38) COc1cccc(N2CCN(S(=O)(=O)c3c(C)[nH]c(C)c3C(=O)N3CCCC3)CC2)c1
39) Cn1cc(Cl)c(C(=O)N(Cc2ccccc2)c2ccccn2)n1
40) COc1cc(C(=O)COC(=O)CNC(=O)C2CCCCC2)cc(OC)c1OC

screen / no. | 37 | 38 | 39 | 40
Pin1 inhibitor | 0% | -8% | -1% | -8%
G9a inh | 7%[59 µM] | -6% | -49% | -3%[59 µM]
HP1b binding inh | 9% | 10% | 40%[activator] | 6%
GLS inh | 1% | 0% | 1% | 2%
BAZ2B block | 5% | -20% | 13% | 12%
PI4K2A block | 3 | -3 | -2 | 2
PGK inhibitor | -1% | i | -8% | -3%
ERG Ets-DNA blk | 6% | -9% | 0% | 0%
JMJD2A Tudor | -13% | -20% | -6% | 2%

Record cards (already shown). Order of values: Pin1 inhibitor, G9a inh, HP1b binding inh, GLS inh, BAZ2B block, PI4K2A block, PGK inhibitor, ERG Ets-DNA blk, JMJD2A Tudor
Results for O=C(NC(Cc1ccccc1)C(=O)N1CCc2ccccc2C1)c1ccccc1 (stereo unspecified) → 1%, 19%, 29%, 0%, -20%, 1, -8%, -1%, -4%
Results for CSc1nc(N)nc2c1ncn2CC(=O)Nc1ccc(C)c(C)c1 → -2%, ., 46%[activator], -11%, ., 5, -9%, -4%, -7%
